Screening data from PubChem BioAssay.
STK33 kinase inh = inhibitors of purified STK33 kinase, primary screen, biochemical, ADP-Glo luminescence, homogeneous, cell-free | Serine/threonine-protein kinase 33 (Homo sapiens), Q9BYT3 | MBP phosphorylation | inhibition, % at 10 µM | 0.073% of 320,000 active;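 active means inhibition at or above 25%, using the most active replicate where run in duplicate; inactive means inhibition below 25%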
Target sequence (Q9BYT3 whole entry, looked up): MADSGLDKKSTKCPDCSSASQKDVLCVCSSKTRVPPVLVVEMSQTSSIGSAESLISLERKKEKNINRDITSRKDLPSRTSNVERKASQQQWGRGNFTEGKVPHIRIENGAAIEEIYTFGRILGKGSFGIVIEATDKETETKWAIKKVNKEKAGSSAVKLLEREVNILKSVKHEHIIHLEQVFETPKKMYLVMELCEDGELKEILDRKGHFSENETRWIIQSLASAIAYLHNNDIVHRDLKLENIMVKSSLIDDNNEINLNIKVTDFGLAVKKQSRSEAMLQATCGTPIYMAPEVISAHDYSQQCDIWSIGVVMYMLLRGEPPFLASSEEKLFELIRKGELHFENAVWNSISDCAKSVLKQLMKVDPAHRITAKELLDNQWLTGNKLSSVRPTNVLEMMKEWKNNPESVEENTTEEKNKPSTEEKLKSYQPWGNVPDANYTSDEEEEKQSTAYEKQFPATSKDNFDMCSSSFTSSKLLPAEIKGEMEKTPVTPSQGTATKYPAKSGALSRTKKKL
OX1R antag-1 = OX1R (HCRTR1) antagonists, primary screen, fluorescence, CHO/OX1R cells, Fluo-8 calcium, orexin A | Orexin/Hypocretin receptor type 1 (Homo sapiens), O43613 | Fluo-8 calcium fluorescence | inhibition, % at 5 µM | AID 434989, 2010 | 0.43% of 330,000 active;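 active means inhibition above its plate's threshold, mean inhibition of all tested compounds on the plate plus 3 SD, cut at about 37% in these data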;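 further: 0% = orexin A challenge wells and 100% = SB-334867-A antagonist wells; not every result past the cut was called active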
Target sequence (O43613 whole entry, looked up): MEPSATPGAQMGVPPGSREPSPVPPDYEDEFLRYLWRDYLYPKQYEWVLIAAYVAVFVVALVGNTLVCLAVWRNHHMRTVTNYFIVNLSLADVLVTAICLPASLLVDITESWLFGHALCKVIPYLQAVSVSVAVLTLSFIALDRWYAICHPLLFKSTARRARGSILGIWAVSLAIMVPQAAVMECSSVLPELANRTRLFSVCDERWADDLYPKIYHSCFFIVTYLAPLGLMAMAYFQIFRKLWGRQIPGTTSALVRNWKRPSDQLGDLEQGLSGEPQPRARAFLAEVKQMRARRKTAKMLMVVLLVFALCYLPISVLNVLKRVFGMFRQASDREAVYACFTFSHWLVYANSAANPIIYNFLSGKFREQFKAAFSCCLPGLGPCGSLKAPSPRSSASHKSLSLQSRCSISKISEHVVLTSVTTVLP
OX1R antag-2 = antagonists of human orexin 1 receptor (OX1R); Orexin/Hypocretin receptor type 1 (Homo sapiens), O43613; OX1R-expressing cells, FRET antagonist read-out; inhibition, % at 6.6 µM; 1.8% of 330,000 active; AID 485270, 2010; in the data active means inhibition mostly above about 38%, no sharp cut-off; inactive means mostly below about 40%;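 further: 0% = agonist challenge alone and 100% = reference antagonist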
The depositor's hits bear a star; . = no result given.

SMILES | STK33 kinase inh | OX1R antag-1 | OX1R antag-2
COc1ccccc1-c1cc(C(F)(F)F)nc(S(=O)(=O)CCCC(=O)NC(C)C)n1 | -1.3 | -9 | 3
Cc1cccc2cc(CN(Cc3nnnn3Cc3ccccc3)C3CCCC3)c(=O)[nH]c12 | 0.2 | -21 | 22
C=CCSc1nc2c(cc1C#N)CCC2 | 2.2 | -18 | 10
COc1ccc(C2CC23N=C(c2ccccc2)OC3=O)cc1 (stereo not given) | -0.2 | 0 | 10
Cc1ccc(N2C(=O)N(CC(=O)Nc3cc(Cl)ccc3C)C(=O)C2C)cc1 (stereo not given) | . | -13 | 8
CSc1nc2c(c(=O)n1-c1ccc(C)cc1)SCC2 | -2.9 | -27 | 31
COc1ccccc1NC(=O)Cn1cnc2sc(C(=O)Nc3ccc(OC)c(OC)c3)c(C)c2c1=O | -1.8 | -15 | 5
CC1CCCC(NC(=O)C2COc3ccccc3O2)C1C (stereo not given) | 2.5 | -3 | 15
CCC(=O)Nc1ccc(C(=O)CSc2nc3ccccc3[nH]2)cc1 | 0.5 | -15 | 21
Cc1occc1C(=O)N/N=C/c1cccs1 | 5.1 | -8 | 12
CC(=O)Nc1ccc(S(=O)(=O)NCCC(=O)Nc2ccc(C)c(Cl)c2)cc1 | -0.4 | -8 | 26
CN(C)S(=O)(=O)c1ccc(Cl)c(C(=O)Nc2ccc(S(=O)(=O)N3CCOCC3)cc2)c1 | 0.6 | -11 | 4
C=CC[C@@H](Cc1ccc(F)cc1)C(=O)OC[C@H]1CCCN1C(=O)[C@H](CC=C)CC(=O)N(CCO)Cc1ccccc1 | . | 24 | 5
COc1cc(OC)c(S(=O)(=O)Nc2ccc(C(=O)O)cc2)cc1S(=O)(=O)Nc1ccc(C(=O)O)cc1 | -2.8 | -2 | 3
O=C(c1ccc([N+](=O)[O-])cc1[N+](=O)[O-])N1CCCC1 | 0.1 | -15 | 112*
CC(C)COCc1ccc(O)c2ncccc12 | -0.2 | -14 | -1
CCCOC(=O)c1c(NC(=O)CCCn2nc([N+](=O)[O-])c(Cl)c2C)sc(C(=O)OC)c1C | -1.5 | -26 | 15
CN(CC(=O)Nc1ccc(Cl)c(C(F)(F)F)c1)C(=O)c1cnccn1 | -1.6 | -5 | 6
Cn1cc(Cl)c(C(=O)OCC(=O)Nc2ccccc2)n1 | 0.2 | -21 | 11
O=C(Nc1nnc(C2CCCO2)s1)c1ccc(Br)cc1 (stereo not given) | -0.3 | -18 | 1
Nc1c2c(nc3ccccc13)N(c1ccccc1)CC2 | -1.3 | -8 | 23
CC(=O)Oc1ccc(/C=c2\sc3ncnn3c2=O)cc1 | 0.7 | 3 | 7
CCC1CCc2sc(C(=O)OCC(=O)N(CCOC)c3c(N)n(Cc4ccccc4)c(=O)[nH]c3=O)cc2C1 (stereo not given) | -0.3 | -33 | 7
CCN(CC)C(=O)c1ccc(N)cc1 | -0.1 | -3 | 16

Arranged by count of non-hydrogen atoms (smallest number first): 16 of the compounds above.
SMILES | STK33 kinase inh | OX1R antag-1 | OX1R antag-2
CCN(CC)C(=O)c1ccc(N)cc1 | -0.1 | -3 | 16
C=CCSc1nc2c(cc1C#N)CCC2 | 2.2 | -18 | 10
Cc1occc1C(=O)N/N=C/c1cccs1 | 5.1 | -8 | 12
CC(C)COCc1ccc(O)c2ncccc12 | -0.2 | -14 | -1
CSc1nc2c(c(=O)n1-c1ccc(C)cc1)SCC2 | -2.9 | -27 | 31
Cn1cc(Cl)c(C(=O)OCC(=O)Nc2ccccc2)n1 | 0.2 | -21 | 11
CC1CCCC(NC(=O)C2COc3ccccc3O2)C1C (stereo not given) | 2.5 | -3 | 15
COc1ccc(C2CC23N=C(c2ccccc2)OC3=O)cc1 (stereo not given) | -0.2 | 0 | 10
CCC(=O)Nc1ccc(C(=O)CSc2nc3ccccc3[nH]2)cc1 | 0.5 | -15 | 21
CN(CC(=O)Nc1ccc(Cl)c(C(F)(F)F)c1)C(=O)c1cnccn1 | -1.6 | -5 | 6
Cc1ccc(N2C(=O)N(CC(=O)Nc3cc(Cl)ccc3C)C(=O)C2C)cc1 (stereo not given) | . | -13 | 8
CN(C)S(=O)(=O)c1ccc(Cl)c(C(=O)Nc2ccc(S(=O)(=O)N3CCOCC3)cc2)c1 | 0.6 | -11 | 4
CCCOC(=O)c1c(NC(=O)CCCn2nc([N+](=O)[O-])c(Cl)c2C)sc(C(=O)OC)c1C | -1.5 | -26 | 15
COc1ccccc1NC(=O)Cn1cnc2sc(C(=O)Nc3ccc(OC)c(OC)c3)c(C)c2c1=O | -1.8 | -15 | 5
CCC1CCc2sc(C(=O)OCC(=O)N(CCOC)c3c(N)n(Cc4ccccc4)c(=O)[nH]c3=O)cc2C1 (stereo not given) | -0.3 | -33 | 7
C=CC[C@@H](Cc1ccc(F)cc1)C(=O)OC[C@H]1CCCN1C(=O)[C@H](CC=C)CC(=O)N(CCO)Cc1ccccc1 | . | 24 | 5

Reprinted at random: three records from the list.
SMILES | STK33 kinase inh | OX1R antag-1 | OX1R antag-2
Cn1cc(Cl)c(C(=O)OCC(=O)Nc2ccccc2)n1 | 0.2 | -21 | 11
COc1cc(OC)c(S(=O)(=O)Nc2ccc(C(=O)O)cc2)cc1S(=O)(=O)Nc1ccc(C(=O)O)cc1 | -2.8 | -2 | 3
CCC1CCc2sc(C(=O)OCC(=O)N(CCOC)c3c(N)n(Cc4ccccc4)c(=O)[nH]c3=O)cc2C1 (stereo not given) | -0.3 | -33 | 7

Later entries:
SMILES | STK33 kinase inh | OX1R antag-1 | OX1R antag-2
c1ccc(Nc2nc(N3CCOCC3)nc(N3CCOCC3)n2)cc1 | 0.2 | -16 | 0
CCOC(=O)c1c(C)[nH]c(C)c1S(=O)(=O)Nc1ccc(CN2CCCCC2)cc1 | -0.8 | -4 | 7
Cc1c(C(=O)C(=O)N2c3ccccc3CC2C)c2ccccc2n1C (stereo not given) | -0.7 | -29 | 26
C[C@H]1COC(=O)[C@@H](Cc2ccc(F)cc2)CC/C=C/C[C@@H](CC(=O)N(CCO)Cc2ccccc2)C(=O)N1 | -0.4 | -9 | 12
Cc1cccc(NC(=O)c2ccc3c(c2)OCCO3)c1C | -0.6 | -13 | 12
COc1cccc(CNC(=O)c2cc3c(C)nc4ccccc4c3o2)c1 | 3.8 | -15 | 9
CCCCCNC(=O)Cn1c(=O)c2c(ncn2CC(C)C)n(Cc2ccccc2)c1=O | 1.0 | -35 | 9
CC(=O)Nc1ccc(S(=O)(=O)NNC2=NS(=O)(=O)c3ccccc32)cc1 | -0.6 | -4 | 6
CC(C)=CCc1c(O)c(CC=C(C)C)c2c(c1O)-c1cc(O)c(O)cc1CC2 | 2.6 | 11 | 6
C=CCn1cnc2c(nnn2-c2cc(C)cc(C)c2)c1=O | -1.3 | -11 | 18
CCCn1c(N)c(N2CCCCC2)c(=O)n(CC(=O)Nc2ccccc2)c1=O | 0.2 | -5 | 11
Cn1c(SCC(=O)Nc2nc3ccccc3s2)nnc1-c1ccccc1 | -2.7 | -16 | 4
O=C(Nc1ccc(Br)cc1)c1ccc(F)c(S(=O)(=O)N2CCN(c3ccccn3)CC2)c1 | -0.9 | -3 | 3
CSCCC(CO)NC(=O)OCc1ccccc1 (stereo not given) | -1.4 | -9 | 8
O=C1Nc2ccccc2C12OCCS2 (stereo not given) | -0.9 | -9 | 11
Nc1ccnn1Cc1cccs1 | 0.0 | -2 | 14
Nc1nc(N)c2[nH]cnc2n1 | 0.4 | -2 | 7
Cc1cc(NC(=O)Cc2ccccc2)nc2c1c(=O)oc1ccccc12 | 1.3 | -17 | 11
COC(=O)c1sc(=S)sc1C(=O)OC | -1.4 | -14 | 16
Cc1ccc(/C(O)=C/C(=O)C(=O)NC23CC4CC(CC(C4)C2)C3)cc1 | -1.4 | -15 | 2
Cc1[nH]c2ccccc2c1CCNC(=O)c1ccc2c(c1[N+](=O)[O-])C(=O)c1ccccc1C2=O | 1.2 | -8 | 71*
Cc1cc(C)n2c(SCc3nnc(-c4cccs4)o3)nnc2n1 | -2.1 | -7 | 9
CCC(CO)Oc1cc(NCc2ccc(C(C)(C)C)cc2)c2ncn(C(C)C)c2c1 (stereo not given) | -0.9 | 50 | 14
C=CCn1nnnc1-c1cccc(Cl)c1 | -0.3 | -1 | 16
Cc1ccc(NC(=O)CCS(=O)(=O)c2ccccc2)cc1S(=O)(=O)N1CCOCC1 | 0.1 | -16 | 12
Cc1oc(-c2ccccc2F)nc1CS(=O)(=O)CC(=O)NCc1ccccc1Cl | -0.8 | -23 | 13
CC(C)(c1ccc(O)cc1)c1ccc(O)cc1 | 13 | -19 | 3
COc1nc(NC23CC4CC(CC(C4)C2)C3)nc(OC)n1 | 1.0 | -25 | 5
COc1ccc(S(=O)(=O)N2CCC(C(=O)NCCC(=O)Nc3nccs3)CC2)cc1 | -0.6 | -1 | -1
Cn1nc(-c2ccccc2)c2ncc(C(F)(F)F)cc21 | -0.5 | -13 | 14
O=C(NC(=O)c1ccc(C(F)(F)F)cc1)Nc1ccc(-c2cnco2)cc1 | 1.5 | -13 | 2
CC12CCC(=O)N1C(C(=O)Nc1ccccc1N1CCOCC1)CS2 (stereo not given) | 0.4 | -12 | -2
CCc1cc2c(=O)c(-c3nc4ccccc4n3C)c(CCCC(=O)O)oc2cc1OC(=O)C(C)(C)C | 0.7 | -30 | 14
CC(C)[C@H](NC(=O)NCCc1ccc(Cl)cc1)C(=O)O | -1.0 | 8 | -1
O=C(Nc1ccc(NC(=O)c2cc([N+](=O)[O-])ccc2N2CCOCC2)cc1)c1cccs1 | -0.1 | -15 | 25
COc1ccc(N2CCN(C(=O)c3oc4c(c3C)C(=O)CCC4)CC2)cc1 | 0.0 | -21 | 3
COc1ccc(N2CCN(C(=O)C(OC(C)=O)c3ccccc3)CC2)cc1 (stereo not given) | -1.3 | -8 | 20
c1ccc2c(c1)oc1c(N3CCOCC3)ncnc12 | 0.6 | -5 | 28
Cc1ccc[n+](Cc2ccc([N+](=O)[O-])cc2)c1 | -2.7 | -6 | 37
CCc1cccc(NC(=O)CCc2nc3sc4c(c3c(=O)[nH]2)CCCC4)c1 | -1.0 | -32 | 16
CCOc1ccc(CSC(=N)N)cc1[N+](=O)[O-] | 1.1 | 0 | 26
COC(=O)c1ccc(Cn2nnc3c(=O)[nH]c(C4CCN(S(=O)(=O)c5cc(C)ccc5C)CC4)nc32)cc1 | . | -22 | 4
O=C(CCNS(=O)(=O)c1ccccc1C(F)(F)F)N1CCCCCCC1 | -2.6 | -18 | 3
CCOC(=O)CSc1snnc1-c1ccccc1 | 0.1 | -16 | 23
O=c1[nH]c(-c2ccccc2)c(-c2ccccc2)nc1[N+](=O)[O-] | -0.6 | -18 | -9
CCOC(=O)N1CCN(C(=O)CSc2nc3c([nH]c4ccccc43)c(=O)n2CCOC)CC1 | -0.1 | -33 | 19
N#CCCn1cc(C(CC(=O)c2ccc(Br)cc2)C(=O)O)c2ccccc21 (stereo not given) | -2.0 | -13 | 13
Cc1cc(O)c(C(=O)/C=C/c2ccc(Cl)cc2)c(=O)o1 | -2.5 | -33 | 2
CC(=O)c1cccc(NC(=O)CCCOc2ccc(C)cc2)c1 | -1.3 | -10 | 16
CC[C@]12c3[nH]c4cc(-c5ccco5)ccc4c3CCN1C(=O)[C@@H](CC(=O)NC/C=C(\C)CCC=C(C)C)C[C@@H]2C(=O)N1CCN(C(=O)C2CC2)CC1 | . | 34 | 5
CC(C)N1CCc2c(sc(NC(=O)c3cc(-c4cccs4)nc4ccccc34)c2C(N)=O)C1 | 3.6 | 4 | 12
COc1ccc(NC(=O)c2cc(=O)[nH]c3ccccc23)cc1 | 1.3 | -22 | 12
CCN(c1cccc(C)c1)S(=O)(=O)c1ccc2c(c1)NC(=O)CS2 | -0.8 | -38 | 44
Cc1ccc2c(c1)C(=O)C(=O)N2c1ccc(C(F)(F)F)cc1 | -2.1 | 2 | 0
CCOC(=O)CCCN1CC(O)=C(c2nc(-c3ccc(Cl)cc3)cs2)C1=N | 1.0 | -9 | 6
Cc1sc(NC(=O)CCl)c(C(=O)c2ccccc2)c1C | -0.7 | -17 | 17
OC(CSc1ccccc1Cl)CN1CCN(c2ccccc2F)CC1 (stereo not given) | -0.4 | -26 | 8
Cc1ccc(Nc2nc(-c3ccc(S(=O)(=O)N4CCOCC4)cc3)cs2)cc1Cl | -1.3 | -28 | 32
NNC(=O)c1c[nH]c2ccc(OCc3ccccc3)cc12 | -1.6 | -34 | 15
CC(SCC(=O)Nc1ccc(S(=O)(=O)N2CCCCC2)cc1)C(=O)O (stereo not given) | 0.4 | -6 | 12
CC(C)CN(C(=O)CN(C)C(=O)Cc1ccc(Cl)cc1)c1c(N)n(CC(C)C)c(=O)[nH]c1=O | 5.2 | -16 | 5
COc1cc(C)c(CNc2cc(C)cc(C)c2)cc1C | -0.9 | -10 | 9
